Source: PubChem BioAssay (Southern Research Specialized Biocontainment Screening Center)
M. tuberculosis – growth inhibition of non-replicating M. tuberculosis (AID 488890); inhibition, % at 25 µM, or IC50 in µM where a hit was titrated; Mycobacterium tuberculosis non-replicating, growth inhibition; higher % means a stronger effect; hit rate 0.39% among 320,000; in the data active = a potency from the dose series; inconclusive = inhibition mostly from about 82% at the one dose, without a potency; inactive = the rest, 99 in 100 with inhibition below about 76%;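 note: plate controls were DMSO cells for no effect and high antibiotic wells for full effect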
H1N1 NS1A inhibition – NS1A inhibition, H1N1 influenza, cell based functional assay (AID 504329); NS1A functional cell-based assay, percent inhibition; higher % means a stronger effect; one-dose inhibition, % at 12.5 µM; IC50 in µM for titrated hits; hit rate 0.3% among 340,000; in the data active = a potency from the dose series; inconclusive = inhibition above about 27% without an active follow-up result; note: strong numbers were not always called active
VEEV TC-83 Vero – inhibitors of VEEV TC-83 cytopathic effect, confirmation, Vero cells (AID 588727); hit rate 0.13% among 350,000; inhibition, % at 20 µM, or IC50 in µM where a hit was titrated; Vero cells, VEEV TC-83 cytopathic effect inhibition; higher % means a stronger effect; in the data active = a potency from the dose series; inconclusive = inhibition mostly from about 14% at the one dose, without a potency; inactive = the rest, 99 in 100 with inhibition below about 12%; note: strong numbers were not always called active
M. tuberculosis HTS – M. tuberculosis growth inhibition, HTS (AID 449762). M. tuberculosis H37Rv growth inhibition, 7H9 media; higher % means a stronger effect. inhibition, % at 25 µM; hits with a dose series show IC50 in µM. hit rate 0.59% among 330,000; in the data active = a potency from the dose series; inconclusive = inhibition above about 70% without an active follow-up result;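 note: bacterial growth assessed after seven days of incubation; strong numbers were not always called active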
PhoP GFP inhibition – PhoP regulon inhibitors, Salmonella typhi PhoP promoter GFP reporter, confirmatory (AID 1850); hit rate 0.33% among 310,000; one-dose inhibition, % at 50 µM; IC50 in µM for titrated hits; Salmonella Typhi PhoP-promoter GFP reporter, fluorescence, 4 h; higher % means a stronger effect; in the data active = a potency from the dose series; inconclusive = inhibition mostly from about 25% at the one dose, without a potency; inactive = the rest, 99 in 100 with inhibition below about 19%;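 note: 0% = induced wells with vehicle and 100% = uninduced wells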
VEEV TC-83 Vero 10K pilot screen – further read-out of VEEV TC-83 Vero, marked with its call; inhibition, %; measured here: 10K pilot screen inhibition
* hit, by the source's call; i = inactive; ? = inconclusive; / = no result given; & = joins results of further samples. Hits appear at their usual frequency; 1.5% or so of the library scored in one or more.

SMILES	M. tuberculosis	H1N1 NS1A inhibition	VEEV TC-83 Vero	M. tuberculosis HTS	PhoP GFP inhibition	others
CCCC(=O)N1N=C(c2ccccc2)CC1c1cn(C)c2ccccc12 (stereo not given)	-1%	1%	0.9%	1%	-9%
Cc1ccc(-n2c(C)cc(/C=N/NC(=O)Cn3c4ccccc4c(=O)c4ccccc43)c2C)cc1	51%	4%	1.5%	?	-5%
CCOC(=O)N1CCN(Cc2ccc(O)c3ncccc23)CC1	57%	/	/	55%	2%
NC(=O)c1nsc(C(=O)N(CC(=O)NC2CCCC2)c2cnc3ccccc3c2)c1N	4%	/	/	6%	11%
CCC(C)C1NC(=S)N(Cc2ccccc2)C1=O (stereo not given)	3%	-1%	1.9%	7%	-2%
CCOC(=O)C1CCN(C(=O)c2cccc(Cl)c2)CC1	3%	-10%	1.9%	10%	13%
CC(=O)c1cc2c(cc1NC(=O)CN1CCCCC1C)OCO2 (stereo not given)	8%	1%	0.8%	5%	-13%
Cc1c(NC(=O)c2ccc3ncccc3c2)c(=O)n(-c2ccccc2)n1C	1%	-4%	2.5%	-1%	-3%
Cc1ccccc1-n1c(O)c(/C=N/c2nccs2)c(=O)[nH]c1=O	-3%&-40%	-4%&6%	0.3%&0.0%	-3%&-4%	4%&-4%
O=C(OCCN1C(=O)c2cccc3c(N4CCOCC4)ccc(c23)C1=O)c1ccc(Cl)cc1Cl	?	-37%	9.4%	?	-81%
O=C(CSCc1ccc(Cl)cc1)Nc1cc([N+](=O)[O-])ccc1O	22%	5%	1.7%	12%	0%
CN1C(=O)CSc2ccc(NC(=O)N3CCOCC3)cc21	-5%	0%	i	9%	4%
Nc1ccc(C(=O)c2cccs2)cc1	59%	-4%	1.7%	?	1%
Cc1ccc2nc(SC(C(=O)c3ccccc3)c3ccccc3)nc(C)c2c1 (stereo not given)	-3%	26%	1.7%	4%	0%
C[C@H](CO)N1C[C@H](C)[C@@H](CN(C)C(=O)NC2CCCCC2)Oc2c(NC(=O)Nc3ccc(C(F)(F)F)cc3)cccc2C1=O	12%	1%	2.7%	-3%	/
COc1ccc(S(=O)(=O)Nc2ccccc2C(=O)N2CCOCC2)cc1C	-7%	10%	1.1%	5%	-12%
C[C@H](CO)N1C[C@H](C)[C@@H](CN(C)CC2CC2)Oc2c(NC(=O)C3CC3)cccc2C1=O	/	5%	0.4%	/	/
CCN(CC)C(=O)CSC1=Nc2ccccc2C2=NC(Cc3c[nH]c4ccccc34)C(=O)N12 (stereo not given)	15%	-13%	7.0%	-2%	0%
CC1CCCCC1NC(=O)CN1C(=O)NC(Cc2ccccc2)(Cc2ccccc2)C1=O (stereo not given)	26%	-6%	2.7%	-6%	1%
Cc1ccc(N(CC(=O)NCC(O)c2ccccc2)S(=O)(=O)c2ccc(C)cc2)cc1 (stereo not given)	5%	8%	1.9%	6%	-9%
CCn1c2ccccc2c2nn(C)c(=N)nc21	66%	9%	0.2%	?	-4%
O=c1[nH]c(=O)n(CCC2=CCCCC2)c(O)c1C=Nc1cccc(F)c1	-1%	-4%	3.6%	4%	-18%
CCCCCCNC(=O)CNC(=S)N(Cc1cccs1)C1CCCCC1	25%	20%	1.1%	3%	6%
CCCOC(=O)NC1CCS(=O)(=O)C1 (stereo not given)	82%	-2%	5.1%	2%	-11%
COc1cccc(CN(C)CC(=O)NC(=O)NCc2ccco2)c1	6%	6%	2.6%	-6%	-5%
O=c1nc2scc(-c3ccccc3)n2c2ccccc12	-8%	-14%	i	0%	3%
CCOc1ccc(N/C=C/C(=O)c2ccc3ccccc3c2)c([N+](=O)[O-])c1	-3%	19%	i	-4%	9%	VEEV TC-83 Vero 10K pilot screen=2.2
CC1CCN(Cc2c(C(=O)N3CCc4ccccc4C3)nc3ccc(Cl)cn23)CC1	7%	2%	4.6%	4%	-1%
O=C(N=C1SC2CS(=O)(=O)CC2N1c1ccc(OC(F)(F)F)cc1)C1CC1 (stereo not given)	-2%	-5%	1.9%	3%	7%
Cc1cccc(C2Nc3ccccc3C(=O)N2CCc2ccccc2)n1 (stereo not given)	11%	-5%	3.5%	-4%	-8%
CC1CCCCN1C(=O)c1cccc(NC2=C(Cl)C(=O)N(Cc3ccccc3)C2=O)c1 (stereo not given)	41%	-1%	3.2%	-6%	/
CSCC(=O)NS(=O)(=O)c1ccc(C)cc1	-34%	-1%	1.3%	2%	-2%
Cc1ccnc2nc(C(=O)OCC(=O)c3c[nH]c4ccccc34)nn12	0%	10%	0.8%	0%	13%
COC(=O)c1c(NC(=O)CN2C(=O)NC3(CCC(C(C)(C)C)CC3)C2=O)sc2c1CCCCC2 (stereo not given)	-10%	7%	0.3%	6%	4%
CN(CC(=O)Nc1ccccc1Cl)C(=O)c1cccc(S(=O)(=O)N2CCN(Cc3ccccc3)CC2)c1	17%	-4%	8.1%	12%	5%
O=C(OCCOc1cccc(Cl)c1)c1ccc(F)c(S(=O)(=O)N2CCOCC2)c1	-1%	-3%	2.2%	8%	/
O=C(Nc1ccnn1C1CCN(Cc2ccccc2)CC1)C1CCOC1 (stereo not given)	-7%	-7%	5.9%	2%	1%
CCOc1ccccc1C(=O)Nc1cccc2cccnc12	77%	-5%	0.8%	11%	-9%
CCCOc1cccc(C(=O)NC(=S)Nc2ccccc2)c1	38%	1%	1.2%	2%	-10%
CN1C(=O)NC(=O)/C(=C/c2ccc([N+](=O)[O-])s2)C1=O	i	4%	i	?	1%
CC(=O)O[C@H]1CC(C)(C)C(=C=C/C(C)=C/C=C/C(C)=C/C=C/C=C(C)/C=C/C=C(\C)C(=O)C[C@@]23O[C@]2(C)C[C@@H](O)CC3(C)C)[C@](C)(O)C1	11%	/	/	0%	-12%
COc1ccc(CN(C(=O)c2snc(C(N)=O)c2N)C(C(=O)NC2CCCC2)c2ccco2)cc1 (stereo not given)	26%	-9%	2.9%	5%	7%
COc1ccccc1-c1nnc(SCC(=O)Nc2cccnc2Cl)n1C	3%	1%	2.5%	-2%	/
CCOc1ccc2nc(N3C(=O)C(O)=C(C(=O)c4ccco4)C3c3ccco3)sc2c1 (stereo not given)	39%	-8%	i	5%	/
CC(C)c1cccc(C(C)C)c1OCCn1ccnc1	58%	-28%	0.3%	6%	2%
O=C(CN1C(=O)C2C3C=CC(C3)C2C1=O)NCC1COc2ccccc2O1 (stereo not given)	-7%	-13%	0.6%	-3%	0%
CCN(CC)C(=O)c1sc2nc(-c3cccs3)cc(-c3ccc(Cl)cc3)c2c1N	47%	-9%	3.9%	7%	-5%
COc1ccc(C(=O)NCc2cc3ccccc3n2C)cc1	17%	-10%	1.1%	3%	-6%
O=C(N/N=C/c1ccc(F)cc1)c1sccc1OCc1ccc(F)cc1	-24%	-3%	7.6%	0%	-4%
COc1ccc(-n2c(-c3ccc(Cl)cc3)c[n+]3c2CCCCC3)cc1	25%	1%	0.6%	-5%	5%

(further entries)
SMILES	M. tuberculosis	H1N1 NS1A inhibition	VEEV TC-83 Vero	M. tuberculosis HTS	PhoP GFP inhibition	others
CCOC(=O)C1CCCN(C(=O)c2cccc([N+](=O)[O-])c2C)C1 (stereo not given)	-19%	-8%	i	3%	-4%
O=C(NCCCn1ccnc1)/C(=C/c1ccco1)NC(=O)c1ccccc1	-28%	-8%	0.4%	-8%	-7%
Cc1cccc(N2C(=O)CC(Sc3ncn[nH]3)C2=O)c1 (stereo not given)	5%	-16%	0.3%	0%	-4%
C=CCNC(=O)c1onc(CSc2nc3ccccc3[nH]2)c1C(=O)NCC=C	11%	-16%	9.0%	3%	-8%
CCOc1ccc(CN2C(=O)CCC2(C)C(=O)NCc2cccnc2)cc1 (stereo not given)	/	3%	2.7%	-5%	22%
O=C(O)c1cccc(S(=O)(=O)Nc2ccc(Oc3ccccc3)cc2)c1	19%	-4%	2.3%	-1%	/
COc1ccc(-c2ccc([C@H]3[C@@H]4C=CCC[C@@]4(C)C(=O)N3Cc3ccccc3)c(F)c2)cc1OC	44%	-2%	3.0%	?	0%
Cc1ccccc1NP(=O)(c1ccccc1)c1nc2ccccc2s1 (stereo not given)	20%	-16%	0.5%	-4%	-5%
CC1Cn2c(nnc2-c2cccc(Cl)c2)S1 (stereo not given)	-5%	4%	0.7%	-7%	-5%
CSc1nsc(SCC(=O)N2CCCc3ccccc32)n1	?	-5%	1.6%	?	2%
Cc1cccc(NC(=O)CCC2CCN(C(=O)C3CC=CCC3)CC2)c1 (stereo not given)	-1%	18%	2.1%	5%	-2%
COC(=O)c1c(C)noc1-c1cc(C)on1	0%	-64%	0.3%	-8%	-3%
CC(C)c1ccc(CNC(=O)CCc2ccccc2)cc1	62%	-8%	i	-1%	-2%
CCN1CCN(S(=O)(=O)c2ccc(C)c([N+](=O)[O-])c2)CC1	23%	2%	1.8%	-7%	-5%
COc1ccccc1C(=O)N1CCN=C1SC	/	0%	1.6%	-2%	14%
O=C(Nc1ccccc1)OCCc1ccccn1	/	2%	1.3%	/	/
O=C(N/N=C/c1c(O)n(CCc2ccc(F)cc2)c(=O)[nH]c1=O)c1ccccc1	39%	/	2.7%	7%	-1%
O=C(CCSc1ccc(Cl)cc1)N1CCN(c2ccc(O)cc2)CC1	36%	15%	i	-4%	5%
C#CCOC(=O)c1ccc(-n2cncn2)nc1	32%	24%	1.4%	-6%	-8%
O=C(C(=O)N1CCOCC1)c1cn(Cc2ccc(F)cc2)c2ccccc12	-1%	-14%	i	-1%	4%

Among those listed so far, 7 have an NH in an aromatic ring:
SMILES	M. tuberculosis	H1N1 NS1A inhibition	VEEV TC-83 Vero	M. tuberculosis HTS	PhoP GFP inhibition	others
Cc1ccccc1-n1c(O)c(/C=N/c2nccs2)c(=O)[nH]c1=O	-3%&-40%	-4%&6%	0.3%&0.0%	-3%&-4%	4%&-4%
CCN(CC)C(=O)CSC1=Nc2ccccc2C2=NC(Cc3c[nH]c4ccccc34)C(=O)N12 (stereo not given)	15%	-13%	7.0%	-2%	0%
O=c1[nH]c(=O)n(CCC2=CCCCC2)c(O)c1C=Nc1cccc(F)c1	-1%	-4%	3.6%	4%	-18%
Cc1ccnc2nc(C(=O)OCC(=O)c3c[nH]c4ccccc34)nn12	0%	10%	0.8%	0%	13%
Cc1cccc(N2C(=O)CC(Sc3ncn[nH]3)C2=O)c1 (stereo not given)	5%	-16%	0.3%	0%	-4%
C=CCNC(=O)c1onc(CSc2nc3ccccc3[nH]2)c1C(=O)NCC=C	11%	-16%	9.0%	3%	-8%
O=C(N/N=C/c1c(O)n(CCc2ccc(F)cc2)c(=O)[nH]c1=O)c1ccccc1	39%	/	2.7%	7%	-1%

Additional results.
SMILES	M. tuberculosis	H1N1 NS1A inhibition	VEEV TC-83 Vero	M. tuberculosis HTS	PhoP GFP inhibition	others
CCN1CCN(C(CNS(=O)(=O)c2ccccc2)c2cccnc2)CC1 (stereo not given)	2%	-9%	0.9%	-16%	5%
Cc1c(NC(=S)N/N=C/c2cc([N+](=O)[O-])ccc2O)c(=O)n(-c2ccccc2)n1C	2%	2%	i	10%	15%
C=CCN(CC=C)S(=O)(=O)c1ccc(C(=O)Nc2nnc(COC)o2)cc1	10%	-15%	10%	-3%	4%
C=CCNc1nnnc2c1sc1nc(N3CCOCC3)c3c(c12)CCCC3	-5%	-2%	1.8%	11%	-2%
O=C(O)c1nc(N2CCCCC2)ncc1Cl	-8%	-2%	0.3%	1%	-8%
COc1ccc(NC(=O)N(C)C[C@H]2Oc3ccc(NS(=O)(=O)c4c(C)noc4C)cc3C(=O)N([C@H](C)CO)C[C@@H]2C)cc1	28%	-2%	0.5%	4%	/
Clc1ccc(CNc2ccc(CNc3ncn[nH]3)cc2)cc1	-10%	-1%	i	3%	-7%
COC(C(=O)Nc1ccnn1C1CCN(Cc2ccc(CO)o2)CC1)c1ccccc1 (stereo not given)	-10%	0%	3.1%	-16%	-3%
Clc1ccc(/C=N/Nc2ncnc3nc[nH]c23)cc1	9%	-9%	3.4%	-3%	-15%
CCC(Oc1ccccc1)C(=O)N1CC(C)CC(C)C1 (stereo not given)	-14%	12%	5.1%	-8%	-3%
CCOC(=O)C1(Cc2cccc(Cl)c2)CCCN(C(=O)c2cccnc2)C1 (stereo not given)	17%	11%	0.9%	-3%	6%
C#CCOCCOCCOCCNc1nc(N2CCN(C(=O)[C@H](CCCCN)n3cc([C@@H](N)CC(C)C)nn3)CC2)nc(N2CCN(C(=O)[C@H](CCCCN)n3cc([C@@H](N)CC(C)C)nn3)CC2)n1	53%	5%	i	16%	18%
O=[N+]([O-])c1ccccc1S(=O)(=O)n1nnc2ccccc21	1%	5%	1.8%	10%	-7%
